Giardia FBPA inh: qHTS Assay for Inhibitors of Fructose-1,6-bisphosphate Aldolase from Giardia Lamblia | 290,000 compounds, 0.71% hits | Potency, µM (highest dose often 59.6 µM), inactives show at the highest dose activity, negative = inhibition, most hits filed as inhibitors | A8B2U2 | purified Giardia FBPA; further: potency means the concentration at half of the fitted maximal effect; nearly all actives have a fitted effect of over 55% in size
Target sequence (A8B2U2 whole entry, looked up): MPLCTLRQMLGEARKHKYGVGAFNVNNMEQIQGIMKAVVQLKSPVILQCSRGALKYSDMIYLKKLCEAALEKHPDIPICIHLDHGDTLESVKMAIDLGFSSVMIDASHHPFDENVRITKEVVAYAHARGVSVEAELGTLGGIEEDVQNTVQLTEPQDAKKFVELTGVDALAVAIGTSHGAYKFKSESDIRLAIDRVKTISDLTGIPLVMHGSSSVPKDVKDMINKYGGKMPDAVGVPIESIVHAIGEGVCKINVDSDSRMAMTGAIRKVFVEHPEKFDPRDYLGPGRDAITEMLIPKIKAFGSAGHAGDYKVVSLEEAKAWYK
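40 nM FBPA preincubated 10 min at RT with compound (up to 57.5 uM final), then substrate plus GAPDH/TPI/NAD/arsenate coupling and diaphorase/resazurin added. Fluorescence read after 20 min at RT, 525/598 nm.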
Sm TGR block: qHTS Assay for the Inhibitors of Schistosoma Mansoni Peroxiredoxins | Potency, µM (titrated, usually from 114 µM), without a hit: at the highest dose activity change, negative = inhibition, actives largely listed as inhibitors | 360,000 compounds, 3% hits | Schistosoma mansoni thioredoxin glutathione reductase (TGR), Q962Y6 | purified TGR, DTNB reduction, TNB absorbance 405 nm; further: potency means the concentration at half of the fitted maximal effect; nearly all actives have a fitted effect of over 60% in size
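Kinetic colorimetric format: TGR-catalysed, NADPH-driven DTNB reduction monitored via TNB absorbance. Enzyme dispensed at 20 nM; compound exposure 15 min at room temperature before reaction start.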
AmpC inh detg: qHTS Inhibitors of AmpC Beta-Lactamase (assay with detergent); AmpC hydrolysis of nitrocefin, absorbance 480 nm, 0.01% Triton; Potency, µM (doses to about 114 µM), without a hit: at the highest dose activity change, negative = inhibition, usual class: inhibitors; 370,000 compounds, 0.041% hits; AID 485294, 2010;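 further: potency means the concentration at half of the fitted maximal effect; 0% = no-compound wells and -100% = no-enzyme wells; nearly all actives have a fitted effect of over 25% in size; some results filed as inactive show a strong effect at the top dose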
Target sequence (P00811 whole entry, looked up): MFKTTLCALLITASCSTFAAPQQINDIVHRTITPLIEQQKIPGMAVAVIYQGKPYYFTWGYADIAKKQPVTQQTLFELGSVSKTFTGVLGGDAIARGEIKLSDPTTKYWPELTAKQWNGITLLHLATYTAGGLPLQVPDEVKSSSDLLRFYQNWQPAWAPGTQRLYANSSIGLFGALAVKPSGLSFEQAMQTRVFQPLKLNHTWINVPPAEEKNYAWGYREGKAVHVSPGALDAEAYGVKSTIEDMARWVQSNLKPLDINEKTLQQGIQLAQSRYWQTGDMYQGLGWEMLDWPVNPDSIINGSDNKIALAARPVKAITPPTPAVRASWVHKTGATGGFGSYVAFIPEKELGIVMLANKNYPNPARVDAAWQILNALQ
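AmpC (5.3 nM in the dispensed reagent) in 20 mM phosphate pH 7.0 with 0.01% (detergent screen) or 0.0001% Triton X-100 was preincubated with compounds for 15 min at room temperature. Nitrocefin was then added from an 800 uM solution, and hydrolysis was followed at 480 nm.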
HCMV antiviral: qHTS Assay for inhibitors of the human cytomegalovirus (HCMV). HFF cells, HCMV-luciferase reporter, 72 h; active compounds read low. activity change, negative = inhibition, % at 57.5 µM. 410,000 compounds, 4.5% hits. AID 1259415, 2018; in the data active means activity change below about -60%; inconclusive means no clear call, values can overlap the other calls; inactive means above about -39%
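After 16 h attachment at 37C, HFF cells received test compound and HCMV-luciferase (1 PFU/cell); reporter luminescence read 72 h later, data normalized against buffer-only and known inhibitor Salinomycin.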
HCV inhibitor: qHTS Assay for Inhibitors of Hepatitis C Virus (HCV) | Huh7.5.1 HCVcc-Cre infection, luciferase reporter, 44 h | 340,000 compounds, 3.4% hits | Potency, µM (doses to about 41.8 µM), without a hit: at the highest dose activity change, negative = inhibition, hits mostly inhibitors | AID 651820, 2012; further: potency means the concentration at half of the fitted maximal effect
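Seed cells (1,000/well) for 4 h; treat with compound and infect with HCVcc-Cre, moi about 0.5. Incubate 44 h, then detect luciferase activity.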
AmpC inh no detg: qHTS Inhibitors of AmpC Beta-Lactamase (assay without detergent); P00811; AmpC nitrocefin hydrolysis, absorbance 480 nm, 0.0001% Triton; Potency, µM (series often up to 57.1 µM), for inactives: at the top dose activity change, negative = inhibition, actives largely listed as inhibitors; 330,000 compounds, 0.52% hits; AID 485341, 2010;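 further: potency means the concentration at half of the fitted maximal effect; plate controls were no compound for no effect and no enzyme for full effect; nearly all actives have a fitted effect of over 20% in size; some results filed as inactive show a strong effect at the top dose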
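20 mM phosphate pH 7.0 + 0.01% (detergent screen) or 0.0001% Triton X-100; 5.3 nM AmpC reagent; cpd preinc 15 min RT; nitrocefin (800 uM stock) to start; A480 q20 s × 4 min; Activity was normalised to no-enzyme and no-compound control wells.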
* = called active by the depositor; & = joins results of further samples; [ ] = another dose, or the depositor's remark. Unless noted, the call rests on the fitted dose curve; in most records, active means well fitted curve in the direction sought with a large enough effect; inconclusive means small, poorly fitted or top-dose-only effect, or another doubt; inactive means no such curve, though single readings can be large; an effect the other way counts as inactive or inconclusive. Unless noted, on the % scale 0 is the no-effect control and ±100 the full control effect.

Sample of the layout (2 entries):
`Cc1cccc(C(=O)Nc2ccccc2NC(=O)c2cccc(C)c2)c1` gave Giardia FBPA inh 22.8%, Sm TGR block 0.2%, AmpC inh detg 4.8%, HCMV antiviral -61.5*, HCV inhibitor inconclusive and AmpC inh no detg -14.7%.
For Cc1oc(-c2ccccc2F)nc1CS(=O)(=O)CC(=O)N1CCCCCC1 the results were Giardia FBPA inh -0.2%, Sm TGR block 11.2µM*, AmpC inh detg inconclusive, HCMV antiviral -23.4, HCV inhibitor -26.8%&-3.9% and AmpC inh no detg 16.0%.

The whole of this part, repeating the preview:
`Cc1cccc(C(=O)Nc2ccccc2NC(=O)c2cccc(C)c2)c1` gave Giardia FBPA inh 22.8%, Sm TGR block 0.2%, AmpC inh detg 4.8%, HCMV antiviral -61.5*, HCV inhibitor inconclusive and AmpC inh no detg -14.7%.
For Cc1oc(-c2ccccc2F)nc1CS(=O)(=O)CC(=O)N1CCCCCC1 the results were Giardia FBPA inh -0.2%, Sm TGR block 11.2µM*, AmpC inh detg inconclusive, HCMV antiviral -23.4, HCV inhibitor -26.8%&-3.9% and AmpC inh no detg 16.0%.
Screening CC(=O)c1cccc(NC(=O)CCS(=O)(=O)c2cc(Br)cc3c2N(C(=O)C2CC2)CC3)c1 returned Sm TGR block inconclusive, AmpC inh detg 7.5% and HCMV antiviral -9.6.
COCCCNCC(=O)c1c(N)n(Cc2ccccc2)c(=O)n(C)c1=O was read as Giardia FBPA inh inconclusive, Sm TGR block -0.4%, AmpC inh detg inconclusive, HCMV antiviral 17.0, HCV inhibitor 13.7% and AmpC inh no detg -38.5%.
Screening COc1ccc(OCC#CCN2CCC(C)CC2)cc1 returned Giardia FBPA inh inconclusive, Sm TGR block inconclusive, AmpC inh detg -1.3%, HCMV antiviral inconclusive, HCV inhibitor 1.5% and AmpC inh no detg -4.8%.
COc1ccc(OC)c(CNC(=O)c2nn(C)c3c2CSc2ccccc2-3)c1 was read as Sm TGR block -1.8%, AmpC inh detg 20.2% and HCMV antiviral -13.1.
Screening CCc1ccc(O)c(N=Cc2ccccc2O)c1 returned Giardia FBPA inh -17.9%, Sm TGR block inconclusive, AmpC inh detg inconclusive, HCMV antiviral 40.8, HCV inhibitor 2.0% and AmpC inh no detg -23.3%.
`COc1ccc2cc(C)c3nnc(SCc4cccnc4)n3c2c1` gave Giardia FBPA inh 2.6%, Sm TGR block 5.0%, AmpC inh detg inconclusive, HCMV antiviral -23.1, HCV inhibitor -11.0% and AmpC inh no detg -19.7%[11.4 µM].
C#CCNC(=O)C1=C[C@H](c2ccc(C(F)(F)F)cc2)C[C@H](OCCCCO)O1 was read as Giardia FBPA inh inconclusive, Sm TGR block 12.6µM*, AmpC inh detg 6.9%, HCMV antiviral 1.8, HCV inhibitor inconclusive and AmpC inh no detg 91.8%[activator].
O=C(COC(=O)c1cc(S(=O)(=O)N2CCOCC2)ccc1Cl)NCc1ccco1 was read as Sm TGR block -32.2%, AmpC inh detg -1.9%, HCMV antiviral 45.4, HCV inhibitor 3.4% and AmpC inh no detg -10.8%.
For NS(=O)(=O)c1ccc(NC(=O)CSc2ccccn2)cc1 the results were Giardia FBPA inh 0.5%, Sm TGR block 0.0%, AmpC inh detg -0.9%, HCMV antiviral -31.1, HCV inhibitor -10.0% and AmpC inh no detg 15.4%.
CCN(CC)S(=O)(=O)c1ccc(N2CCCCC2)c(NC(=O)/C=C/c2cc(OC)c(OC)c(OC)c2)c1 was read as Giardia FBPA inh 6.5%, Sm TGR block -5.0%, AmpC inh detg -9.0%, HCMV antiviral -1.6, HCV inhibitor inconclusive and AmpC inh no detg 17.6%.
Screening CCC(C)(C)n1nnnc1CN1CCC(NC(=O)c2ccccc2C)CC1 returned Giardia FBPA inh -0.2%, Sm TGR block -20.4%, AmpC inh detg -4.7%, HCMV antiviral -4.2, HCV inhibitor -8.8% and AmpC inh no detg -10.1%.
Screening N#Cc1nc(COc2cccc(Cl)c2)oc1N1CCN(c2ccccc2)CC1 returned Giardia FBPA inh -2.3%, Sm TGR block -3.9%, AmpC inh detg 4.3%, HCMV antiviral -15.2, HCV inhibitor -6.2% and AmpC inh no detg -23.0%.
CC(=O)N1CCc2c(sc3c2c(=O)n(-c2ccccc2)c(=O)n3CC(=O)Nc2ccccc2C)C1 was read as Sm TGR block -4.3%, AmpC inh detg -2.6% and HCMV antiviral 14.5.
For CCOC(=O)c1cc(-c2ccccc2)nn1Cc1cc(CC)no1 the results were Sm TGR block -2.6%, AmpC inh detg -12.7%, HCMV antiviral 59.0, HCV inhibitor inconclusive and AmpC inh no detg 32.9%.
For CN(C)S(=O)(=O)c1cc(NC(=O)CN2CCCc3ccccc32)ccc1Cl the results were Giardia FBPA inh -15.7%, Sm TGR block inconclusive, AmpC inh detg -12.0%, HCMV antiviral 11.2, HCV inhibitor inconclusive and AmpC inh no detg -18.5%.
Screening COc1ccccc1OCc1nc(C#N)c(NCc2ccc(C)cc2)o1 returned Sm TGR block -9.4%, AmpC inh detg -11.6% and HCMV antiviral 2.0.
For CC(C)OCCCNC(=O)c1cc(S(=O)(=O)N2CCCCC2)c[nH]1 the results were Giardia FBPA inh 2.2%, Sm TGR block -17.6%, AmpC inh detg -2.9%, HCMV antiviral -17.4, HCV inhibitor 0.6% and AmpC inh no detg -14.0%.
For Cc1cc(/C=C2\C(=N)N3N=C(C(C)C)SC3=NC2=O)c(C)n1Cc1ccccc1 the results were Giardia FBPA inh 17.8%, Sm TGR block 7.7%, AmpC inh detg 0.1%, HCMV antiviral 8.4, HCV inhibitor -1.7% and AmpC inh no detg -35.4%.
Cc1ccc(NC(=O)COC(=O)c2ccc(CN3CCCC3=O)cc2)c(Cl)c1 was read as Sm TGR block 2.1%, AmpC inh detg -0.8%, HCMV antiviral 5.6, HCV inhibitor 7.5% and AmpC inh no detg 14.6%.
CC(C)CN(C(=O)COC(=O)c1c2c(nc3ccccc13)CCC2)c1c(N)n(Cc2ccccc2)c(=O)[nH]c1=O was read as Sm TGR block -8.3%, AmpC inh detg -1.3%, HCV inhibitor inconclusive and AmpC inh no detg 110.3%[activator].
Screening Cc1cccn2c(=O)c(/C=C(\C#N)S(=O)(=O)c3ccccc3)c(N3CCCCC3)nc12 returned Giardia FBPA inh -10.8%, Sm TGR block -1.6%, AmpC inh detg 0.8%, HCMV antiviral -35.0, HCV inhibitor inconclusive and AmpC inh no detg -20.9%.
Screening CCc1ccccc1NC(=O)Nc1cc(C(=O)NCc2ccc(C)cc2)ccc1N1CCCC1 returned Sm TGR block 1.8%, AmpC inh detg 11.6% and HCMV antiviral 13.9.
CCOc1ccc(-c2nnc(SCC(=O)Nc3cc(C)ccc3OC)o2)cc1 was read as Sm TGR block 11.2µM*, AmpC inh detg 26.7% and HCMV antiviral 18.6.
Screening CCc1cccc(OCCCCNCCO)c1 returned Giardia FBPA inh -13.3%, Sm TGR block 9.7%, AmpC inh detg inconclusive, HCMV antiviral -11.2, HCV inhibitor -0.6% and AmpC inh no detg -14.2%.
`Cc1ccc(C(=O)Oc2ccc(/C=N/NC(N)=O)cc2)cc1` gave Giardia FBPA inh -0.8%, Sm TGR block -11.9%, AmpC inh detg -6.8%, HCMV antiviral -21.3, HCV inhibitor 16.4% and AmpC inh no detg -23.2%.
`O=C(NCc1ccco1)c1c[nH]c2ccc(S(=O)(=O)N3CCOCC3)cc2c1=O` gave Giardia FBPA inh 7.7%, Sm TGR block 18.4%, AmpC inh detg -11.5%, HCMV antiviral -11.1, HCV inhibitor -8.8% and AmpC inh no detg -9.2%.
Cc1ccc(-c2nc3ccccc3s2)cc1NC(=S)NC(=O)c1ccccc1 was read as Sm TGR block -15.0%, AmpC inh detg -12.3%, HCMV antiviral 114.5, HCV inhibitor 27.3% and AmpC inh no detg -28.5%.
O=C(NCCN1CCOCC1)c1ccc(CS(=O)(=O)c2ccc(Cl)cc2)o1 was read as Giardia FBPA inh 6.6%, Sm TGR block 23.3%, AmpC inh detg inconclusive, HCMV antiviral -14.0, HCV inhibitor 7.3% and AmpC inh no detg -0.2%.
`COc1ccc(C2=Nn3c(nnc3-c3ccncc3)SC2)cc1OC` gave Giardia FBPA inh 0.3%, Sm TGR block -10.8%, AmpC inh detg -7.7%, HCMV antiviral -6.0, HCV inhibitor inconclusive and AmpC inh no detg 0.1%.
Screening CCOC(=O)C1CCN(C(=O)c2cc(S(=O)(=O)N3CCOCC3)c(Cl)cc2Cl)CC1 returned Giardia FBPA inh 3.5%, Sm TGR block -13.5%, AmpC inh detg -1.5%, HCMV antiviral 3.2, HCV inhibitor -9.9% and AmpC inh no detg 82.4%[activator].
For Cc1cc(Cl)cc(Br)c1OCCCN1C(=O)NC(C)(C)C1=O the results were Giardia FBPA inh 1.9%, Sm TGR block -31.9%, AmpC inh detg -3.9%, HCMV antiviral 2.4, HCV inhibitor -24.1% and AmpC inh no detg 80.1%[activator].
`CN1C(=S)SC(/[N+]([O-])=C/c2ccc(Cl)cc2)C1(C)C` (centres undefined) gave Giardia FBPA inh -5.3%, Sm TGR block -2.0%, AmpC inh detg 0.2%, HCMV antiviral -65.2*, HCV inhibitor 16.1% and AmpC inh no detg -5.4%.
`CCCCCn1c(=O)[nH]c2cc(C(=O)NCc3ccc(C)cc3)ccc2c1=O` gave Sm TGR block 2.6%, AmpC inh detg 5.0% and HCMV antiviral 9.4.
`Cc1ccc(S(=O)(=O)c2nnn(-c3cccc(F)c3)c2N)cc1` gave Giardia FBPA inh -0.8%, Sm TGR block -4.3%, AmpC inh detg 2.2%, HCMV antiviral -33.3, HCV inhibitor 2.3% and AmpC inh no detg -33.7%.
`O=C(O)C1Cc2ccccc2CN1C(=O)COc1ccc(Cl)cc1Cl` (centres undefined) gave Giardia FBPA inh 17.7%, Sm TGR block 4.0%, AmpC inh detg 1.3%, HCMV antiviral -1.9, HCV inhibitor -0.1% and AmpC inh no detg -19.2%.
For CNS(=O)(=O)c1cn(CC(=O)NCc2cccc(OC)c2)cc1S(=O)(=O)NC the results were Giardia FBPA inh 15.4%, Sm TGR block -8.4%, AmpC inh detg -1.1%, HCV inhibitor 4.4% and AmpC inh no detg -1.2%.
`COc1cc(OC)c(-c2nn3c(-c4ccco4)nnc3s2)cc1OC` gave Giardia FBPA inh -4.3%, Sm TGR block 11.2µM*, AmpC inh detg -6.9%, HCMV antiviral inconclusive, HCV inhibitor -2.0% and AmpC inh no detg 163.5%[activator].
`CC(=O)c1c(-c2ccc(Cl)cc2)c2ccccc2[nH]c1=O` gave Giardia FBPA inh 5.7%, AmpC inh detg 0.6%, HCMV antiviral inconclusive, HCV inhibitor -17.2% and AmpC inh no detg -3.5%.
`COC(=O)c1cc(-c2cccc(OC)c2)n[nH]1` gave Giardia FBPA inh -0.7%, Sm TGR block 0.0%, AmpC inh detg 0.3%, HCMV antiviral 16.7, HCV inhibitor 8.2% and AmpC inh no detg -17.3%.
